# From PubChem
# AmpC det inh – Promiscuous and Specific Inhibitors of AmpC Beta-Lactamase (assay with detergent) | Potency, µM (top dose mostly 28.7 µM), inactives show at the top dose activity change, negative = inhibition | purified AmpC, nitrocefin hydrolysis with detergent | hit rate 0.09% among 71,000; active means well fitted curve in the direction sought with a large enough effect
# Target sequence (P00811 whole entry, looked up): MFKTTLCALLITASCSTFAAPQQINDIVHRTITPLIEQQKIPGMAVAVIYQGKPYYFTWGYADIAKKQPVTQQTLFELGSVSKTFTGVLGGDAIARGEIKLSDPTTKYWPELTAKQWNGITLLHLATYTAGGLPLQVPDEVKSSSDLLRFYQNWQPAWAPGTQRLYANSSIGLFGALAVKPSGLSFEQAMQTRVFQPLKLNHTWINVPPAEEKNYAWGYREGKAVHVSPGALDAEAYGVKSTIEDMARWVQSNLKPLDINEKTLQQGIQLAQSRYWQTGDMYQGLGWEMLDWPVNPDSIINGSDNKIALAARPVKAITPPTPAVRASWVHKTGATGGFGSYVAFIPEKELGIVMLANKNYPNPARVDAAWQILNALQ
#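 E. coli AmpC (5.3 nM) in 20 mM phosphate pH 7.0 with 0.01% Triton X-100, preincubated 15 min RT with compound; nitrocefin (2 uL of 800 uM stock) hydrolysis followed by 480 nm absorbance every 20 s over 4 min.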
# * hit, by the source's call; & = joins results of further samples; [ ] = remark or other dose. On the % scale 0 is the no-effect control and ±100 the full control effect; potency means the concentration at half of the fitted maximal effect. These rows are one share of the data; the hit share may differ from the screen's.
No. | molecule | AmpC det inh
1 | CC1CCc2sc3ncn4nc(C(=O)NCc5ccco5)nc4c3c2C1 (stereo unspecified) | -5%
2 | CN1CCN(S(=O)(=O)c2ccc(NC(=O)c3cccc(S(=O)(=O)N4CCCC4)c3)cc2)CC1 | -1%
3 | Cc1cc(N)n2ncc(-c3cccc(Br)c3)c2n1 | -2%
4 | COC(=O)c1ccc(CSc2nc(-c3ccc(OC)cc3)nc3c2c(=O)n(C)c(=O)n3C)o1 | -1%
5 | CC(=O)c1cc(C)oc1C | 9%
6 | CCN(CC)C(=O)CSc1nnc(CCCCCNC(=O)OC(C)(C)C)o1 | -6%
7 | CC1CCCN(c2ccc(C(=O)NCc3cccs3)cn2)C1 (stereo unspecified) | -1%
8 | COc1ccc(NC(=O)c2ccc(-c3ccc(-c4noc(C)n4)cc3C)cc2)cc1N1CCN(C)CC1 | -6%&-2%
9 | CC1(C)CC(=O)C2=C(C1)OC(c1ccncc1)C(C#N)=C2N (stereo unspecified) | -6%
10 | O=C(NCc1ccco1)c1sc(=S)n2c1[nH]c(=O)c1ccccc12 | 8%
11 | CC(C)N(Cc1nc(-c2ccc(Cl)cc2)no1)C(=O)CCC1CCCC1 | 9%
12 | COC(=O)c1ccc(-c2nc(-c3cccs3)no2)cc1 | 14%
13 | CCOc1ccc(-c2nnc3ccc(SC)nn23)cc1 | -5%
14 | CCc1nc2oc3cc(OC)ccc3c(=O)c2c(=O)n1-c1ccccc1 | -1%
15 | CCn1c(=S)sc2c(=O)n(-c3ccccc3)c(SCC(=O)NCc3ccco3)nc21 | 15%
16 | Cc1nc2ccccc2c(=O)n1-c1cccnc1 | 8%
17 | O=C(Cn1c(=O)sc2ccccc21)NCc1ccccn1 | 14%
18 | O=C(CCCCn1c(=O)[nH]c2ccsc2c1=O)NCc1cccnc1 | -4%
19 | O=C(CCNS(=O)(=O)c1cccc2nonc12)NC1CCCc2ccccc21 (stereo unspecified) | 3%
20 | O=C(c1ccc(COc2c(F)c(F)cc(F)c2F)o1)N1CCN(c2ccc(Cl)cc2)CC1 | 3%
21 | CCOC(=O)c1oc2ccccc2c1NC(=O)c1ccc(S(=O)(=O)N2CCCC2)cc1 | -2%
22 | CCC(Sc1ccc2nnc(-c3ccc(F)cc3)n2n1)C(=O)O (stereo unspecified) | -3%
23 | CCS(=O)(=O)c1nnnn1-c1ccccc1S(C)(=O)=O | 15%
24 | COc1ccc(CC(=O)NC(C)c2nnc(SCC(=O)Nc3nc(C)cs3)n2C)cc1 (stereo unspecified) | -2%
25 | CSc1nc(NCCOCCO)c2sc3nc(-c4ccco4)c4c(c3c2n1)CCC4 | -4%
26 | COc1ccc2[nH]c3c(c2c1)CCN=C3C | -2%[12.8 µM]
27 | COc1ccc2[nH]c3c(NCCN(C(C)C)C(C)C)ncnc3c2c1 | -3%
28 | Cc1oc(-c2ccccc2)nc1Cn1cccc1C1=NC(c2ccccc2)CO1 (stereo unspecified) | -3%
29 | COc1ccc(N2CCN(S(=O)(=O)/C=C/c3ccccc3)CC2)cc1 | -1%
30 | Nc1ccccc1C(=O)OCCc1ccccc1 | 13%

# Ordered by length of the SMILES (smallest number first): part of the list above
No. | molecule | AmpC det inh
5 | CC(=O)c1cc(C)oc1C | 9%
16 | Cc1nc2ccccc2c(=O)n1-c1cccnc1 | 8%
27 | COc1ccc2[nH]c3c(NCCN(C(C)C)C(C)C)ncnc3c2c1 | -3%
29 | COc1ccc(N2CCN(S(=O)(=O)/C=C/c3ccccc3)CC2)cc1 | -1%
19 | O=C(CCNS(=O)(=O)c1cccc2nonc12)NC1CCCc2ccccc21 (stereo unspecified) | 3%
2 | CN1CCN(S(=O)(=O)c2ccc(NC(=O)c3cccc(S(=O)(=O)N4CCCC4)c3)cc2)CC1 | -1%

# The main list resumes; the two compounds before the break are reprinted first.
No. | molecule | AmpC det inh
29 | COc1ccc(N2CCN(S(=O)(=O)/C=C/c3ccccc3)CC2)cc1 | -1%
30 | Nc1ccccc1C(=O)OCCc1ccccc1 | 13%
31 | CC(=O)c1cccc(N(CC(=O)NCC2CCCO2)C(=O)CCC(=O)Nc2cc(C)on2)c1 (stereo unspecified) | 11%
32 | CCn1c(SCC(=O)c2cc(OC)ccc2OC)nnc1-c1ccncc1 | -4%
33 | CCN(CC)C(=O)N1CCC(NC(=O)c2ccccc2)CC1 | -2%
34 | Cc1cc(C)cc(N(CC(=O)NCc2ccco2)S(=O)(=O)c2c(C)noc2C)c1 | 6%
35 | NC(=O)N[C@H](CC(=O)O)C(=O)O | -5%[5.75 µM]
36 | COc1cc(-c2nc(N)n[nH]2)cc(OC)c1OC | 12%
37 | CC(=O)N1CCC(N(C(=O)Nc2ccc(C)c(C)c2)C2CCCC2)CC1 | -2%
38 | O=C(Nc1cnc2ccccc2c1)c1ccco1 | -2%
39 | COc1ccc(S(C)(=O)=O)cc1S(C)(=O)=O | -1%
40 | OC(CN1CCN(c2ccccc2)CC1)c1ccc2c(c1)CCN2 (stereo unspecified) | 12%
41 | CC(C)OCCCNC(=O)c1sc(=S)n(C)c1N | 0%
42 | Cc1ccc(-c2nnc(N3CCN(S(C)(=O)=O)CC3)c3ccccc23)cc1 | -4%
43 | Cc1cc(C(=O)COC(=O)CN(C)S(=O)(=O)c2ccc(Cl)cc2)c(C)n1CC1CCCO1 (stereo unspecified) | 1%
44 | Cc1cc(=O)oc2c(C)c(OCC(=O)N(C)C)ccc12 | -6%
45 | CCN1CCc2c(sc3c2c(NCc2ccco2)nc2nnnn23)C1 | -4%
46 | Cc1ccc(C(=O)NCCCN2CCOCC2)cc1N1CCCC1=O | -3%
47 | Cc1ccc2nc(-c3ccc(S(=O)(=O)N4CCOCC4)cc3)cn2c1 | -4%
48 | O=S(=O)(c1ccc(F)cc1)N1CCC(O)(c2ccc3c(c2)OCO3)CC1 | 10%
49 | CCC(O)OC(O)CC (stereo unspecified) | 9%&9%
50 | O=C1COc2ccc(C(=O)NCc3ccco3)cc2N1 | -5%
51 | O=C(CCN1C(=O)C2C3C=CC(C3)C2C1=O)NCc1cccnc1 (stereo unspecified) | -5%
52 | O=C(c1ccncc1)N1CCC[C@@]2(CCN(c3ncccn3)C2)C1 | -2%
53 | CCCCOC(=O)n1c(SCC(=O)N(C)C)nc2ccccc21 | 13%
54 | CC1CCc2nc3ccc(S(=O)(=O)N4CCC(C(=O)NC5CCCC5)CC4)cc3c(C(=O)O)c2C1 (stereo unspecified) | 11%
55 | CC1=C(C(=O)N2CCCCCC2)C2(CCC(C)CC2)OC1=O (stereo unspecified) | -3%
56 | COc1cc2c(cc1OC)C(C)N(C(=O)c1cc3n(n1)C(C(F)(F)F)CC(c1ccco1)N3)CC2 (stereo unspecified) | 12%
57 | C=CCOC(=O)C(C#N)c1nc2ccccc2nc1N1CCN(Cc2ccccc2)CC1 (stereo unspecified) | -5%
58 | CCCCOc1cccc(OCCCC)c1C(=O)Nc1cc(C)on1 | -5%
59 | Nc1nnc(CCS(=O)(=O)c2cc(Cl)ccc2Cl)s1 | 5%
60 | CC1(C)CC(NC(=O)CCC2CCCC2)CC(C)(C)N1 | -5%
61 | CCOc1ccc2nc(NCCNC(=O)Nc3cccc(C)c3)c(C#N)cc2c1 | -2%
62 | Cc1noc(C)c1S(=O)(=O)N1CCC(C(=O)N2CCN(c3ccccc3Cl)CC2)CC1 | 1%
63 | CCn1c(=O)c2cc(C(=O)N3CCN(C(=O)c4ccco4)CC3)sc2c2ccccc21 | 16%
64 | Cc1[nH]nc2c1C1(CCN(C(=O)OCc3ccccc3)CC1)C(C#N)=C(N)O2 | 4%
65 | CCN(CC)c1ccc(C(=O)OCC(=O)c2ccco2)cc1 | -7%
66 | Cn1c(CSc2ncccn2)nnc1SCC(=O)N1CCCc2ccccc21 | 0%
67 | NC(=O)COc1ccc(NC(=O)OCc2ccccc2)cc1 | 13%
68 | Cc1cccc2cc3c(NC(=O)c4ccccn4)nn(C)c3nc12 | -3%
69 | CCC/C=C(\CCC)C(NS(=O)(=O)c1cccs1)c1ccc(C(=O)OC)cc1 (stereo unspecified) | 6%
70 | O=C(c1ccncc1)N1CCC2(CC1)CCN(c1ccncc1)CC2 | 0%
71 | COC(=O)c1cc(-c2cccc(OC)c2)n[nH]1 | -5%
72 | O=C(c1ccco1)N1CCN=C1SCc1cccc(F)c1 | 6%
73 | CC(C)NC(=O)N1CC[C@@]2(CCCN(C(=O)c3ccco3)C2)C1 | -2%
74 | O=C(NCCc1ccccc1)c1cc(-c2ccc3c(c2)OCO3)on1 | -4%
75 | CCn1c(SCC(=O)NCCOC)nc2sc(C)c(C)c2c1=O | -2%
76 | CN(C)S(=O)(=O)c1ccccc1C#N | -2%
77 | C1CCC(NC2CCCCC2)CC1 | 10%&7%
78 | O=C(Nc1cc(C(F)(F)F)ccc1Cl)c1cc(C2CC2)on1 | -3%
79 | CCCC(=O)Nc1nnc(-c2cccc(OCC)c2)s1 | -2%
80 | O=C(CCc1ccccc1)Nc1ncc2c(n1)CCCC2=O | -3%
81 | O=C(O)Cn1c(-c2ccccc2)nc2ccccc21 | -3%
82 | CCCn1c(=O)c2ccccc2n2c(SCC(=O)Nc3cc(C)on3)nnc12 | 12%
83 | COC1(OC)N=C(N)C2(C#N)C(c3ccc4c(c3)OCO4)C12C#N (stereo unspecified) | -1%
84 | Cc1ccc2nc(SCc3nnc(-c4cccs4)o3)[nH]c2c1 | -1%
85 | CCN1C(=O)c2cccc3c(NC(=O)C4CCCCC4)ccc1c23 | 8%
86 | CCCCOc1ccc(NC(=O)c2cnc(C)cn2)cc1 | 14%
87 | O=C(NCCN1CCOCC1)c1ccccc1Oc1ccccc1 | -5%
88 | CC(C)(C)n1ncc2c(=O)n(CC(=O)NCc3ccco3)cnc21 | 5%
89 | CCc1nc2sc3ccccc3c(=O)c2c(=O)n1Cc1ccco1 | -1%
90 | COc1ccc(N2CCCn3c2nc2c3c(=O)n(CCN3CCOCC3)c(=O)n2C)cc1 | 14%

# Compounds 87 to 90, reprinted for reference:
No. | molecule | AmpC det inh
87 | O=C(NCCN1CCOCC1)c1ccccc1Oc1ccccc1 | -5%
88 | CC(C)(C)n1ncc2c(=O)n(CC(=O)NCc3ccco3)cnc21 | 5%
89 | CCc1nc2sc3ccccc3c(=O)c2c(=O)n1Cc1ccco1 | -1%
90 | COc1ccc(N2CCCn3c2nc2c3c(=O)n(CCN3CCOCC3)c(=O)n2C)cc1 | 14%

# The results go on:
No. | molecule | AmpC det inh
91 | CCC(=O)c1ccc(OCC(=O)O)cc1 | -2%
92 | CCc1cccc(NS(=O)(=O)c2ccc3c(c2)oc(=O)n3C)c1 | -4%
93 | O=S(=O)(NCC1CCCO1)c1ccc(Br)s1 (stereo unspecified) | -5%
94 | CCOCCc1nnc(NC(=O)CN2C(=O)c3ccccc3C2=O)s1 | -4%
95 | COc1cc(NC(=O)C2CCCO2)c(OC)cc1NC(=O)c1ccccc1 (stereo unspecified) | -5%
96 | CCOC(=O)c1cc2c(=O)n3cccc(C)c3nc2n(Cc2ccco2)c1=NC(=O)c1cccnc1 | -3%
97 | O=C(OC1CCCCC1)c1ccc(NC(=O)c2ccco2)cc1 | 6%
98 | O=c1[nH]c(N2CCCCC2)nc2c1CCCC2 | 11%
99 | Cc1cc(C(=O)Nc2sc3c(c2C#N)CCCC3)no1 | -2%
100 | COc1ccc(C(c2nnnn2CC2CCCO2)N2CCN(c3ccccc3)CC2)cc1 (stereo unspecified) | -3%
101 | Clc1ccccc1-c1cc(NCc2ccccc2)ncn1 | 9%
102 | CC(C)(C)NC(=O)C(c1ccco1)N(C(=O)Cn1nnc(-c2ccc(F)cc2)n1)c1cccc(F)c1 (stereo unspecified) | -3%
103 | Cc1ccc2c(CN3CCN(S(=O)(=O)c4ccc5c(c4)OCCO5)CC3)cc(=O)oc2c1C | -1%
104 | CN(C(=O)c1ccno1)c1nnc(-c2cnccn2)s1 | 7%
105 | O=C(CCCc1ccccc1)NCc1cccnc1 | 10%
106 | CCc1nc2ccccc2n1Cc1cc(=O)n2cc(C)ccc2n1 | -4%
107 | O=C(Cc1coc2ccc3ccccc3c12)N1CCN(c2ncccn2)CC1 | -5%
108 | COCc1cc(C)n(CC(=O)Nc2ccccc2OC)c(=O)c1C#N | 14%
109 | CCN(CC)C(=O)COc1ccc(-c2ccccc2)cc1 | 9%
110 | Cc1nc2nc(COc3ccccc3)[nH]n2c(=O)c1Cl | -1%
111 | CC(C)(C)c1ccc(-c2cc(N)n[nH]2)cc1 | -4%
112 | C1CSC2(N1)C1CC3CC(C1)CC2C3 (stereo unspecified) | -6%
113 | Clc1ccc(OCc2nnc(SCc3nc4ccccc4[nH]3)n2Cc2ccco2)cc1 | -5%
114 | Fc1ccc(C2CC(c3ccccc3)n3ncnc3N2)cc1 (stereo unspecified) | -5%
115 | O=C(CSc1nnnn1C1CCCCC1)Nc1ccc2c(c1)OCO2 | 12%
116 | Cc1ccc(S(=O)(=O)N2CCOCC2)cc1C(=O)NC1CCCCC1 | -3%
117 | Cc1ccc(C)n1-c1ccc(C(=O)NCC2CCCO2)cc1 (stereo unspecified) | 0%
118 | CCC(C(=O)NCc1ccco1)n1nc(-c2ccc(OC)cc2)ccc1=O (stereo unspecified) | 0%
119 | CC(=O)c1cccc(NC(=O)CN2C(=O)COc3ccc(Cl)cc32)c1 | -3%
120 | COCC(=O)N1CCC2(CCN(Cc3ccccc3OC)CC2)CC1 | -3%
121 | Cn1c(=O)c2c(O)cc(=O)n(-c3ccccc3)c2n(C)c1=O | 17%
122 | Cc1cc2ncn(C(=O)c3ccc4c(c3)OCO4)c2cc1C | 10%
123 | CC1=CC(=O)C2=C(C)C[C@@H](O)[C@@H]3[C@@H](OC(=O)[C@H]3C)[C@H]12 | 0%[12.8 µM]
124 | CN1CCN(C(=O)CCn2nc(-c3ccccc3)c3ccccc3c2=O)CC1 | -8%
125 | COC(=O)c1sc(NC(=O)CSc2nc3cccnc3n2C2CCCCC2)nc1C | -7%
126 | O=C(COC(=O)CCc1ccc(S(=O)(=O)N2CCOCC2)cc1)Nc1ccc(Cl)cn1 | -9%
127 | Cc1ccc(C)c(N2CCN(C(=O)c3cc4sccc4n3C)CC2)c1 | -4%
128 | Cc1ccc(-n2c(CSc3nc(C)cc(C)n3)nnc2SCC(=O)Nc2nccs2)cc1 | -1%
129 | Cn1c(SCC(=O)Nc2ccc(F)cc2F)nnc1-c1cccnc1 | 6%
